Screening data (PubChem BioAssay)
HTT ATP protect = protects HTT-Q103 PC12 cells, measured by ATP; PC12 HTT-Q103 induced, cytoprotection, ATP luminescence, 40 h; Potency, µM (highest dose often 56.4 µM), inactives show cytoprotection (ATP increase), usual class: activators; 230,000 compounds, 0.14% hits; AID 1471;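 also: % of control where 0% means no effect; nearly all actives have a fitted effect of over 45% in size; toxic huntingtin expression switched on by the ecdysone agonist tebufenozide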
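ATP quantification (ATPlite) reports survival of PC12 cells in which tebufenozide, 100 nM final, switches on Htt exon 1 with 103 glutamines linked to GFP; compounds are titrated.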
GAA glycogen mod = inhibitors or activators of human alpha-glucosidase glycogen cleavage; recombinant GAA, glycogen substrate, Amplex Red glucose oxidase fluorescence; Potency, µM (series often up to 76.4 µM), for the others: top-dose activity change, negative = inhibition, most hits filed as inhibitors; 300,000 compounds, 0.38% hits;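 also: 0% = full enzyme reaction and -100% = no-enzyme basal signal; the screen sought inhibitors and activators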
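Recombinant human enzyme (4 nM); glycogen substrate; 37 C, 40 min, pH 5.0. Readout: coupled glucose oxidase/Amplex Red fluorescence.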
GAA inhib = blocks human lysosomal alpha-glucosidase; P10253; purified human GAA, 4-MU-alpha-glucoside fluorescence; Potency, µM (titrated, usually from 76.9 µM), inactives show at the top dose activity change, negative = inhibition, actives largely listed as inhibitors; 200,000 compounds, 0.005% hits;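 also: plate controls were uninhibited enzyme wells for no effect and no-enzyme background for full effect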
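Human alpha-glucosidase, 4 nM, pre-mixed with test compounds before 400 uM 4-methylumbelliferyl substrate; 20 min room temperature at pH 5.0. Fluorescence read after pH 10 stop; AC50 values from Hill-equation fits.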
GoLoco inh red = blocks human Gai1 binding to RGS12 GoLoco peptide, red readout; Potency, µM (highest dose often 61.6 µM), without a hit: top-dose activity, negative = inhibition, usual class: inhibitors; P63096; 230,000 compounds, 0.44% hits; Gai1:RGS12 GoLoco peptide FP, rhodamine, 10 min; active = well fitted inhibition curve with a large enough effect, not every such curve was filed as active; inactive = no such curve, though single readings can be large or run the other way; also: % is scaled to controls: 0 for no effect and ±100 for the full control effect; nearly all actives have a fitted effect of over 30% in size; many of its hits are not listed in these tables
Target sequence (P63096 whole entry, looked up): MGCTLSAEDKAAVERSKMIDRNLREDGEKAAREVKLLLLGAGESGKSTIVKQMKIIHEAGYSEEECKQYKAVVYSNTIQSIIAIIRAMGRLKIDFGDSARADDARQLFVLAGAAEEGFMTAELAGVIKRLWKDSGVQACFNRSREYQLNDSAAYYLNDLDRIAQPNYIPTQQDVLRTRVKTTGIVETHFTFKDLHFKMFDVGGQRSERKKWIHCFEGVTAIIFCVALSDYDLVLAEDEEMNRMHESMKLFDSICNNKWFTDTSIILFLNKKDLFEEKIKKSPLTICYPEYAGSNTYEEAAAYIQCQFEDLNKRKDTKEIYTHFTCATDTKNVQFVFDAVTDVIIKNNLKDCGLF
GAA spleen mod = inhibits or activates alpha-glucosidase in human spleen homogenate. 240,000 compounds, 0.006% hits. human spleen homogenate, 4-MU-alpha-glucoside fluorescence. Potency, µM (top dose mostly 79.9 µM), for the others: at the top dose activity change, negative = inhibition, most hits filed as inhibitors;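 also: 0% = enzyme with vehicle and -100% = no enzyme basal signal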
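Human spleen homogenate (1 ug) incubated with compounds and 1 mM 4-methylumbelliferyl-alpha-D-glucopyranoside in pH 5.0 citrate/phosphate buffer, 37 C, 40 min. Stopped at pH 10; 4-MU fluorescence (Ex 365/Em 440 nm); AC50 by Hill fit.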
IMPase Li cell = IMPase inhibition in cells with lithium potentiation. CHO-M1 cells, IP1 TR-FRET (IP-One), carbachol + lithium. Potency, µM (top dose mostly 59.4 µM), for the others: top-dose activity, negative = IMPase inhibition, usual class: inhibitors. 210,000 compounds, 0.35% hits;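 also: IP1 builds up when IMPase is blocked and the TR-FRET signal falls; plate controls were basal vehicle for no effect and high inhibitor control for full effect; nearly all actives have a fitted effect of over 50% in size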
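CHO-M1, 2000 cells/well, 16–30 h culture; cpd + low Li+, 30 min 37C; lysis with d2-IP1/Eu-anti-IP1 Ab, 10 min RT; TR-FRET 665/620 ratio and 620 channel; AC50 via Hill.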
HttQ103 aggreg = mutant huntingtin aggregation inhibition; PC12 HttQ103-GFP aggregates, Acumen cytometry, 40 h; Potency, µM (series often up to 46.1 µM), for inactives: at the top dose activity change, negative = inhibition, usual class: inhibitors; 220,000 compounds, 1.1% hits; AID 1688; also: % is scaled to controls: 0 for no effect and ±100 for the full control effect; nearly all actives have a fitted effect of over 60% in size
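PC12 cells with ecdysone-inducible HTT exon1 Q103-GFP, induced by 100 nM tebufenozide, given compounds in a concentration series. GFP aggregates (1–25 um, 6 SD above background) counted in lysates by laser-scanning cytometry, 488 nm excitation.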
* = called active by the depositor; ? = inconclusive; · = not tested or not shown; & = joins results of further samples; [ ] = remark or other dose. Unless noted, calls follow the shape of the dose curve; as a rule, active = well fitted curve in the direction sought with a large enough effect; inconclusive = small, poorly fitted or top-dose-only effect, or another doubt; inactive = no such curve, though single readings can be large; an effect the other way counts as inactive or inconclusive. Potency is read from the fitted curve at half-maximal effect. The list is partial; the hit share may differ from the screen's.

SMILES | HTT ATP protect | GAA glycogen mod | GAA inhib | GoLoco inh red | GAA spleen mod | IMPase Li cell | HttQ103 aggreg
CCOC(=O)N1CCN(S(=O)(=O)c2cccc3nsnc23)CC1 | 25%[1.9 µM] | 2% | -11% | -8% | 4% | 19%[38.3 µM] | 19%
CCN1CCN(C(c2cccs2)C(C)NC(=S)NC2CCCCC2)CC1 (centres undefined) | 12%[10 µM] | 1% | · | 5% | 1% | · | -2%[9.22 µM]
Cc1ccc(C(=O)CCNc2ccc(Br)cc2)o1 | -8%[0.074 µM] | 7% | -5% | 1% | 0% | -6%[38.3 µM] | ?
COc1cc(OC)c(C(=O)NC2CC(C)(C)NC(C)(C)C2)cc1OC | -15%[0.074 µM] | -4% | -2% | -1% | 1% | 15%[38.3 µM] | 11%
CCCc1nc(SCC(=O)c2ccc(F)cc2)c2ccccc2n1 | ? | -21% | -2% | 5% | -5% | 6% | 10%
Cc1ccc2[nH]c(O)c(N=NC(=O)C(C)n3cnc4ccccc4c3=O)c2c1 (centres undefined) | · | 1% | 8% | -3% | -3% | 2% | 4%
CCOC(=O)C(NC(=O)Nc1ccc(F)cc1F)(Oc1ccccc1)C(F)(F)F (centres undefined) | · | 0% | -7% | -15% | -2% | -8% | ?
CC(=NC1CC1)C1=C(O)c2ccccc2C1=O | -37% | -12% | 0% | 2% | 4% | 29%[38.3 µM] | -8%
CCOC(=O)C1CCCN(c2c(NCc3ccco3)c(=O)c2=O)C1 (centres undefined) | 18%[10 µM] | 0% | -3% | -3% | 3% | 16%[38.3 µM] | -16%
CCOc1ccccc1NC(=O)c1cc(CC(C)C)oc1C | -6%[0.074 µM] | -9% | -3% | -6% | -1% | 25%[38.3 µM] | ?
C=CCn1c(SCC(=O)Nc2ccccc2-c2ccccc2)nc2cc(C(=O)O)ccc2c1=O | -16% | 2% | 4% | 2% | 0% | 2% | 10%
Cc1ccc(C2=NN(C)c3nc4ccccc4n3C2)cc1 | 0%[10 µM] | 12% | 15% | 4% | -1% | 13%[38.3 µM] | -30%
Cc1nc(C(=O)N2CCCC(C(=O)c3ccc(Cl)cc3)C2)cs1 (centres undefined) | 22%[10 µM] | 3% | · | 1% | 1% | · | 0%[9.22 µM]
Cc1nc(-c2cn[nH]c2)c2cc(C)oc2n1 | -2% | -16% | -3% | · | -2% | · | -8%
CCOc1ccc2nc(SCc3ccc(F)cc3)sc2c1 | 18%[10 µM] | -5% | -6% | 0% | -13% | 5% | ?
CCOC(=S)SCC(=O)N1CCc2ccccc2C1C1C(=O)CC(C)(C)CC1=O (centres undefined) | 15%[10 µM] | 17% | 1% | 0% | -19% | 8% | ?
O=C(Nc1ccc(F)cc1)c1ccccc1 | -14% | -3% | -5% | -5% | 3% | 25%[38.3 µM] | -8%
O=C(CCN1C(=O)C2C3C=CC(C4CC34)C2C1=O)Oc1ccccc1 (centres undefined) | -16% | 4% | 6% | 2% | 0% | -2% | 7%[9.22 µM]
O=S(=O)(c1ccccc1)c1nc(-c2ccco2)oc1NCc1ccco1 | -12%[0.074 µM] | -4% | -3% | 7% | -9% | 26%[38.3 µM] | -11%
CCCCc1nc2sc3c(c2c(=O)n1NC(=O)c1ccco1)CC(C)(C)OC3 | -17%[10 µM] | 9% | · | -8% | 8% | · | 3%[9.22 µM]
O=C(NNC(=S)NCc1ccco1)c1ccc(Cl)s1 | 4% | -29% | -1% | 6% | 0% | 7%[38.3 µM] | ?
COc1ccc(CNc2ccc(C(=O)O)cc2)cc1 | -3% | -7% | 2% | 8% | -3% | 11%[38.3 µM] | 0%
CC(C)CC(=O)NNC(=O)C(C)C | 18%[10 µM] | 5% | -10% | -6% | 0% | -5% | 17%
CC1(C)Nc2ccc(O)cc2-c2c1ssc2=S | 28%[10 µM] | 40µM* | 2% | 1% | 4% | 3% | -11%
Cc1cccc(Cl)c1NC(=S)NCCc1ccccn1 | -6%[10 µM] | -5% | · | 7% | 1% | · | -17%[9.22 µM]
COC(=O)c1ccccc1NC(=O)COC(=O)/C=C/c1ccco1 | -6%[10 µM] | 9% | -6% | -5% | 2% | 7% | 0%
COCCCNC(=S)NCCNc1nc2cc(C)cc(C)c2cc1C#N | 0%[10 µM] | -14% | ? | -2% | 2% | 5% | 5%[9.22 µM]
CC(C)(C)NC(=O)COC(=O)/C=C/c1ccccc1[N+](=O)[O-] | -2% | 0% | -3% | -2% | -13% | 21%[38.3 µM] | 12%
O=S(=O)(Nc1ccc(O)c(CN2CCCCC2)c1)c1ccccc1 | -2% | ? | 0% | -8% | 6% | 5%[38.3 µM] | -22%
N#Cc1c(N)n(C2CCCCC2)c2nc3ccccc3nc12 | 8% | -8% | -4% | · | -2% | · | 3%
S=C(NCc1ccccc1)NCc1ccc(CNC(=S)NCc2ccccc2)cc1 | · | 2% | ? | 4% | -3% | -1% | 12%
CN(Cc1ccon1)Cc1cn[nH]c1-c1ccc(-c2ccccc2)cc1 | 21%[10 µM] | 4% | -3% | 6% | 2% | 10% | 32%[9.22 µM]
CN(C)S(=O)(=O)c1ccc(C(=O)Nc2nnc(SCc3cccc(F)c3)s2)cc1 | · | -3% | 9% | 0% | 1% | -2% | 5%
O=C(O)[C@H]1CCCN1 | 3% | · | · | 3% | 2%&-5% | 6% | ·
Cc1ccc(S(=O)(=O)Cn2nnnc2C(CC(C)C)N2CCN(C)CC2)cc1 (centres undefined) | 3%[10 µM] | -2% | -4% | 8% | -10% | -1% | -10%[9.22 µM]
Cc1c(O)c(O)cc2c1oc1c3ccccc3oc(=O)c21 | -49%[inhibitor] | · | · | -30% | -1% | 2% | ·
COc1ccc(/C(O)=C2/C(=O)C(=O)N(Cc3cccnc3)C2c2ccncc2)cc1F (centres undefined) | -26%[10 µM] | -2% | 1% | 4% | -8% | -5%[38.3 µM] | 4%
O=C1N[C@@H](Cc2cnc[nH]2)C(=O)N2CCC[C@@H]12 | · | 5% | -6%[15.4 µM] | 12% | 5% | 14% | -2%
CN(C)C=NC(=O)c1cc(C(=O)c2ccc(Cl)cc2Cl)c[nH]1 | -8%[10 µM] | -3% | 0% | -33% | 7% | 0% | 1%
CCCC(=O)N1CC2(C)CN(C(=O)CCC)CC(CCC)(C1)C2=O | -5% | 6% | -8% | 6% | 0% | -6%[38.3 µM] | 16%

Part of the list above, as a markdown table:
| smiles | HTT ATP protect | GAA glycogen mod | GAA inhib | GoLoco inh red | GAA spleen mod | IMPase Li cell | HttQ103 aggreg |
| --- | --- | --- | --- | --- | --- | --- | --- |
| CN(C)C=NC(=O)c1cc(C(=O)c2ccc(Cl)cc2Cl)c[nH]1 | -8%[10 µM] | -3% | 0% | -33% | 7% | 0% | 1% |
| COc1ccc(/C(O)=C2/C(=O)C(=O)N(Cc3cccnc3)C2c2ccncc2)cc1F (centres undefined) | -26%[10 µM] | -2% | 1% | 4% | -8% | -5%[38.3 µM] | 4% |
| CN(Cc1ccon1)Cc1cn[nH]c1-c1ccc(-c2ccccc2)cc1 | 21%[10 µM] | 4% | -3% | 6% | 2% | 10% | 32%[9.22 µM] |
| Cc1ccc(S(=O)(=O)Cn2nnnc2C(CC(C)C)N2CCN(C)CC2)cc1 (centres undefined) | 3%[10 µM] | -2% | -4% | 8% | -10% | -1% | -10%[9.22 µM] |

Additional records follow:
SMILES | HTT ATP protect | GAA glycogen mod | GAA inhib | GoLoco inh red | GAA spleen mod | IMPase Li cell | HttQ103 aggreg
Cc1cccc(CC(=O)Nc2c3c(nn2-c2cccc(Cl)c2)CS(=O)C3)c1 (centres undefined) | 19%[10 µM] | -6% | 3% | 8% | 0% | 5% | 8%
O=C(C1CCN(S(=O)(=O)c2cccc3nsnc23)CC1)N1CCCc2ccccc21 | 13% | -4% | ? | 5% | -23% | -6%[38.3 µM] | 2%
CC1(C)Cc2c(sc3ncnc(NNC(=S)NCc4ccccc4)c23)CO1 | -22%[10 µM] | ? | -2% | -4% | -4% | 3% | -29%
CC(C)(C)c1ccc(OCc2nc(-c3ccccn3)no2)c(Br)c1 | -8% | -5% | -2% | 6% | -11% | -5%[38.3 µM] | -29%
O=C(COc1ccc2ccccc2c1)NC1=NCCS1 | -3% | 5% | -9% | 4% | -1% | 21%[38.3 µM] | 12%
COc1ccccc1Nc1nc(-c2cccs2)cs1 | -25% | -30% | -10% | 54%[activator] | -12% | 5%[38.3 µM] | 13%[9.22 µM]
Cn1cccc1/C=N/NC(=O)c1sc2cc(Cl)ccc2c1Cl | 19%[10 µM] | -6% | 7% | · | -2% | · | -6%
O=C(c1cccc(F)c1)N1CCC2(CCCN(c3ncccn3)C2)CC1 | -5% | · | · | 7% | 3% | -3% | ·
O=C(Cn1ncc2c(=O)oc3ccccc3c21)N1CCCN(Cc2ccccc2F)C1 | 13% | 12% | -2% | 10% | -5% | 5% | -18%
COc1ccc(C2CC(c3ccccc3)Nc3nc(N)nn32)cc1 (centres undefined) | -11% | -12% | -9% | 2% | -1% | -13%[38.3 µM] | 1%[9.22 µM]
Cc1ccc2c(c1)N(Cc1ccc3c(c1)OCO3)C(=O)C(C)O2 (centres undefined) | -14% | 7% | -3% | 5% | -7% | 10%[38.3 µM] | -6%
Cc1cc(C)c(C#N)c(Nc2ccc3c(c2)OCCO3)n1 | -28% | -27% | -4% | 1% | 2% | 5%[38.3 µM] | -2%
CC1(C)CC(=O)C(C=NCCN2CCN(C(=S)NC3CCCCC3)CC2)=C(O)C1 | 3%[10 µM] | -6% | 1% | 7% | -3% | -3% | 7%
Cc1ncc([N+](=O)[O-])n1CCOC(=O)NC(NCc1ccccc1Cl)C(Cl)(Cl)Cl (centres undefined) | 25%[1.9 µM] | 17% | -12% | -2% | -7% | 6% | -2%
O=C(Nc1ccc(Cl)c(Cl)c1)c1ccc(Cn2cc(Cl)cn2)cc1 | 0%[10 µM] | -17% | -7% | -1% | 5% | 9% | 19%
O=C(NCc1cccnc1)C1CCCN(S(=O)(=O)c2ccc(Cl)cc2)C1 (centres undefined) | 12%[1.9 µM] | 9% | -4% | 0% | -19% | 14%[38.3 µM] | -6%
COc1ccc(C2C(C#N)=C(N)Oc3cc4c(cc32)OCO4)cc1 (centres undefined) | -17% | 0% | -11% | -7% | 0% | 32%[activator][38.3 µM] | -10%
CCOC(=O)N1CCC(NC(=O)C2CCN(C(=O)N3CCOc4ccccc43)CC2)CC1 | -4%[0.074 µM] | 18% | 10% | -22% | 11% | 20%[38.3 µM] | -1%
CCOC(=O)/C(C#N)=C/Nc1cc(C(=O)OCC)cc2c(OC)c(OC)ccc12 | -1%[10 µM] | 9% | ? | 1% | 8% | · | 17%[9.22 µM]
Cc1ccc(SCc2ccc(C(=O)NCc3cccnc3)cc2)cc1 | 6%[10 µM] | -11% | 1% | -8% | -2% | 3% | 11%
